# RMI FANCM FP = RMI-FANCM interaction inhibition | AID 1159607 | FP signal (polarization) at 33 µM | Fluorescence polarization, RMI core complex with F-MM2 peptide; stronger effect = lower value | 70,000 compounds, 0.58% hits; in the data active = FP signal below about 40; also: inactives centre near 61; strong numbers were not always called active; unit not given here
# * = called active by the depositor; & = joins results of further samples. A portion of the library; the hit share may differ from the screen's.
Structure | RMI FANCM FP
CCOC(=O)N1CCN(C(=O)CCc2csc(NC(=O)c3ccc[nH]c3=O)n2)CC1 | 63
O=C(NC(=O)C(F)(F)F)Nc1ccc2c(c1)OCCO2 | 63
O=C(COc1ccc(SC(F)(F)F)cc1)NNS(=O)(=O)c1cc(Cl)ccc1Cl | 49
CN1CCN(n2c3c(c(SCC(=O)Nc4ccc(OC(F)(F)F)cc4)nc2=O)CCCC3)CC1 | 56
CC(C)CC(NC(=O)Cc1ccsc1)C(=O)NNS(=O)(=O)c1ccc(Cl)cc1 (stereo unspecified) | 48
Fc1cc(F)c2nc(NCCN3CCOCC3)sc2c1 | 68
COc1c[nH]c(C(=O)Nc2cccc(SC)c2)cc1=O | 60
CN(C1(C)CCS(=O)(=O)C1)S(=O)(=O)c1ccc(C(C)(C)C)cc1 (stereo unspecified) | 55
COc1ccc(CCNC(=S)Nc2ccc(S(=O)(=O)N3CCCCC3)cc2)cc1OC | 54
CN1c2ccccc2C(=O)NC1c1ccc([N+](=O)[O-])s1 (stereo unspecified) | 56
Cc1cc(C)cc(-n2nc(-c3cc(C(C)(C)C)oc3C)cc2NS(=O)(=O)c2cccc(F)c2)c1 | 66
COc1ccc(Cl)c(OC)c1C(=O)NC(=O)Nc1nc(C)nc(C)n1 | 58
CCS(=O)(=O)c1ccccc1C(=O)Nc1nnc(-c2ccco2)o1 | 54
CCOc1ccc(S(=O)(=O)Oc2ccc3oc4ccccc4c3c2)cc1 | 60
O=C(Nc1ccc(Cl)cc1)c1cccc([N+](=O)[O-])c1C(=O)O | 60
COc1cc(NC(=O)c2nn3c(C(F)(F)F)cc(-c4cccs4)nc3c2Cl)c(OC)cc1Cl | 66
O=C(O)CSCC(=O)N1CCN(S(=O)(=O)c2cc(Cl)cc(Cl)c2)CC1 | 54
COc1cc(-c2ccc(SC)nn2)cc(OC)c1OC | 54
O=c1cc(NCc2cccs2)[nH]c(=O)n1Cc1ccc(F)cc1 | 60
CN1CCN(C(CNC(=O)NC(C)(C)C)c2ccc3c(c2)OCO3)CC1 (stereo unspecified) | 56&54
Cc1c(C)n(Cc2ccco2)c2ncnc(NC(C)C(=O)O)c12 (stereo unspecified) | 59
N#Cc1cnn(-c2ccccc2)c1NC(=O)CN1CCOCC1 | 58
CCCc1cc(=O)n(CC(=O)Nc2ccc(Cl)c(Cl)c2)cn1 | 71
CC1(C)COc2ccc(NS(=O)(=O)c3cccc4ccccc34)cc2NC1=O | 65
Cc1ccc(Cn2c(N3CCN(Cc4cccc5ccccc45)CC3)nc3c2c(=O)[nH]c(=O)n3C)cc1 | 61
Cc1nn(C2CCS(=O)(=O)C2)c2nc(-c3ccc(F)cc3)cc(C(=O)N3CCC(C(N)=O)CC3)c12 (stereo unspecified) | 66
COc1ccccc1-c1c(C)nn2c(NCCCN3CCOCC3)cc(C)nc12 | 58
CC(C)(C)c1ccc(NC(=O)NC2CCCc3ccccc32)cc1 (stereo unspecified) | 63
N#Cc1c(SCc2nc3ccccc3[nH]2)nc(-c2ccc(Cl)cc2)c2c1CCCC2 | 83
COc1ccc(-c2cn3c(CCC(=O)NCC4CCCCC4)csc3n2)cc1 | 63
Cc1cc(C(=O)NN)no1 | 55
C=c1cc(C)n(CC(=O)NCCc2ccccc2)c(=O)c1=C1N=C(c2cccc(Cl)c2)NO1 | 131
C/C(=N/N=c1/sc(C)c(-c2ccccc2)n1Cc1ccco1)c1ccccc1 | 59
O=C(Cc1csc(Nc2ccccc2)n1)NC1CCCC1 | 63
O=C(O)CN1CCc2ccccc2C1c1cccs1 (stereo unspecified) | 113
COc1ccc2cc1Oc1ccc(cc1)C[C@H]1c3cc(c(OC)cc3CCN1C)Oc1c(OC)c(OC)cc3c1[C@H](C2)N(C)CC3 | 72&64
CC(=O)C1C(c2ccc([N+](=O)[O-])o2)NC(=O)NC1(O)C(F)(F)F (stereo unspecified) | 53
COc1ccc(S(=O)(=O)Nc2ccc3c(c2)N(C(=O)C2CC2)CC3)cc1Cl | 66
CCSc1nnc(NC(=O)CSc2nc3ccccc3o2)s1 | 61
N#Cc1ccccc1N=Cc1c[nH]c2ccccc12 | 66
CCOC(=O)N1CCN(S(=O)(=O)c2ccc(C(=O)NNC(=O)c3ccc(S(=O)(=O)N4CCOCC4)cc3)cc2)CC1 | 60
COc1ccc(-n2nc(-c3ccccc3)c3cnc4c(F)cccc4c32)cc1 | 68
Cc1cc(OC(=O)c2ccc(S(=O)(=O)N3CCOCC3)cc2)c([N+](=O)[O-])c(=O)[nH]1 | 64
CSc1ccccc1NC(=O)CC1CCCCN1S(=O)(=O)c1cccs1 (stereo unspecified) | 69
COc1ccc(Oc2ccc(N=Cc3ncc([N+](=O)[O-])n3C)cn2)cc1 | 56
O=C(NCCn1ncc2c(N3CCN(c4ccccc4)CC3)ncnc21)c1c(F)cccc1Cl | 66
COc1ccc(S(=O)(=O)Nc2ccc3c(c2)N(C(=O)c2ccco2)CC3)cc1F | 70
O=C(CSc1ncnc2c1cnn2-c1ccc(Cl)cc1)N1CCCc2ccccc21 | 82
COc1ccc2nc(-n3nc(C)cc3NC(=O)c3ccccc3S(C)(=O)=O)sc2c1 | 72
O=C(CSc1nnc(-c2ccncc2)o1)c1ccc(-c2ccccc2)cc1 | 69
Cn1nc(C(=O)NCCC(c2ccccc2)c2ccccc2)ccc1=O | 64
O=C(Cc1cc(=O)[nH]c(SCc2cccc(Cl)c2)n1)NCc1cccs1 | 57
CN1C(=O)c2cc(NC(=O)c3cccc(F)c3)ccc2Oc2ccccc21 | 55
NS(=O)(=O)c1ccc(CCNC(=O)c2csc3nc(-c4ccccc4)cn23)cc1 | 63
Cc1cc(-c2nnc(NC(=O)CCSc3ccccc3)o2)nn1C | 74
N#C/C(=C\c1cc(Cl)sc1Cl)S(=O)(=O)c1ccccc1 | 57

# Copied from the list.
# For RMI FANCM FP, `NS(=O)(=O)c1ccc(CCNC(=O)c2csc3nc(-c4ccccc4)cn23)cc1` reads 63
# For RMI FANCM FP, `O=C(Cc1cc(=O)[nH]c(SCc2cccc(Cl)c2)n1)NCc1cccs1` reads 57
# For RMI FANCM FP, `Cn1nc(C(=O)NCCC(c2ccccc2)c2ccccc2)ccc1=O` reads 64
# For RMI FANCM FP, `O=C(CSc1nnc(-c2ccncc2)o1)c1ccc(-c2ccccc2)cc1` reads 69

# Remaining list, next part:
Structure | RMI FANCM FP
CCCN1CCCc2cc(CCNC(=O)C(=O)NCC(C)C)ccc21 | 65
CO[C@@H]1[C@@H](OC(N)=O)[C@@H](O)[C@H](Oc2ccc3c(O)c(NC(=O)c4ccc(O)c(CC=C(C)C)c4)c(=O)oc3c2C)OC1(C)C | 65
Cc1ccccc1OCC(=O)Nc1ccc2c(c1)CN(C(=O)c1ccco1)CC2 | 66
CCC(C)N/C=C(\C#N)S(=O)(=O)c1ccc(Br)cc1 (stereo unspecified) | 51
O=C(NC(=S)NN1CCCCC1)c1csc([N+](=O)[O-])c1 | 56
O=C(NCCOc1ccccc1)c1ccc(S(=O)(=O)N2CCCCC2)cc1 | 61
O=C(Cn1nc(-c2ccc(F)cc2)c2sc(N3CCCC3)nc2c1=O)NCc1ccc(F)cc1 | 66
CCc1ccccc1NC(=O)c1c(N)c(C(=O)c2cccc([N+](=O)[O-])c2)n2ccccc12 | 52
O=C(CCc1ccccc1)NNC(=O)c1cccn(Cc2ccc(F)cc2)c1=O | 60
CS(=O)(=O)NCCCn1nc(-c2ccc(F)cc2)ccc1=O | 65
CN(C)c1ccc(C(=C2C=CC(=[N+](C)C)C=C2)c2ccc(N(C)C)cc2)cc1 | 65
Cc1cccc2sc(N(CCCN(C)C)C(=O)c3ccc(S(=O)(=O)N4CCCc5ccccc54)cc3)nc12 | 106
CCOc1ccc(CC(=O)Nc2nc3ccc4nc(C)sc4c3s2)cc1 | 71
O=C(CSCC(=O)N1CCCc2ccccc21)Nc1nc(-c2cc3ccccc3oc2=O)cs1 | 64
Cc1cc(NC(=O)CSc2ccc(-c3sc(-c4cccnc4)nc3C)nn2)no1 | 80
CC(C)(C)C(=O)Nc1nnc(Cc2ccc3c(c2)OCO3)o1 | 67

# 5 compounds out of the list, arranged by count of non-hydrogen atoms, descending:
Structure | RMI FANCM FP
Cc1cccc2sc(N(CCCN(C)C)C(=O)c3ccc(S(=O)(=O)N4CCCc5ccccc54)cc3)nc12 | 106
O=C(CCc1ccccc1)NNC(=O)c1cccn(Cc2ccc(F)cc2)c1=O | 60
CN(C)c1ccc(C(=C2C=CC(=[N+](C)C)C=C2)c2ccc(N(C)C)cc2)cc1 | 65
CCOc1ccc(CC(=O)Nc2nc3ccc4nc(C)sc4c3s2)cc1 | 71
CS(=O)(=O)NCCCn1nc(-c2ccc(F)cc2)ccc1=O | 65

# The list continues.
Structure | RMI FANCM FP
COc1ccccc1N1CCN(CCCCNC(=S)Nc2cc(C)cc(C)c2)CC1 | 71&55
Cc1cc(/C=C(/C#N)S(C)(=O)=O)c2c(C)ccc(C(C)C)cc1-2 | 48
C#CCn1c(=NC(=O)c2ccc(S(=O)(=O)N(C)C3CCCCC3)cc2)sc2cc(S(N)(=O)=O)ccc21 | 77
COc1cc(/C=N\NC(=O)c2ccccc2)ccc1OC(=O)c1cccnc1 | 62
COc1ccc2nc(-c3cccc(NC(=O)c4ccc(F)cc4)c3)cn2n1 | 111
Cc1ccc(/C=N\NC(=O)c2cc([N+](=O)[O-])cc([N+](=O)[O-])c2)cc1 | 61
CCOc1ccc2nc(NC(=O)C3CCN(S(C)(=O)=O)CC3)sc2c1 | 65
CCn1ccc(C(=O)Nc2nc3ccc(S(C)(=O)=O)cc3s2)n1 | 68
CCOC(=O)c1cc(CSc2n[nH]c(=O)n2-c2ccccc2)nn1C(C)(C)C | 58
COc1ccc(C(=O)Nc2cc(C)nn2-c2nc3c(cnn3-c3ccccc3)c(=O)[nH]2)c(OC)c1 | 64
COc1cccc(C(=O)N(CCN2CCOCC2)c2nc3c(C)ccc(C)c3s2)c1OC | 52
NC(N)=N/N=C\c1ccccc1 | 55
CS(=O)(=O)c1ccc(C(=O)Nc2nnc(Cc3ccc(Cl)s3)o2)cc1 | 71
COc1ccc(Cl)cc1NC(=O)C(=O)NCCN1CCN(c2ccccc2F)CC1 | 64
C/C=C/c1ccc(Oc2nnc(-c3ccc(C)cc3)c3ccccc23)c(OC)c1 | 73
Nc1nc2c(-c3ccc([N+](=O)[O-])cc3)nnn2c2ccccc12 | 59
COCCn1cc(C(=O)N2CCN(Cc3ccc(C)cc3)CC2)c2nn(-c3ccccc3)c(=O)c-2c1 | 53
O=C1CC2(CCN(C(=O)c3cc4ccccc4o3)CC2)Oc2ccccc21 | 52
CN(c1ccccc1)S(=O)(=O)c1ccc(C(=O)Nc2ccc(O)c(-c3nc4ccccc4s3)c2)cc1 | 59
COc1cc(C)c(S(=O)(=O)n2cccn2)cc1C(C)C | 105
COc1cc(OC)cc(C(=O)NCCn2ncc3c(=O)n(Cc4cccc([N+](=O)[O-])c4)cnc32)c1 | 68
COc1ccc(CCS(=O)(=O)NCC(=O)N2CCOC(c3ccccc3)C2)cc1 (stereo unspecified) | 73
O=C(Nc1nc2ccc([N+](=O)[O-])cc2s1)c1cccc(NS(=O)(=O)c2ccc(F)cc2)c1 | 55
O=[N+]([O-])c1ccc(N2CCCCC2)nc1N1CCCCC1 | 47
Cc1cc(NC(=O)CSc2nc3c([nH]c4ccccc43)c(=O)n2-c2cccc(C(F)(F)F)c2)no1 | 71
Cc1nnc2ccc(-c3cccc(NS(=O)(=O)N(C)C)c3)nn12 | 56
Cc1cc(=O)c(OCc2ccccc2F)cn1CC(=O)NCc1ccccc1Cl | 56
Cc1nc(-c2sc3ccc(Cl)cc3c2C)cs1 | 53
CC(C)=NNc1nc2ccccc2[nH]1 | 51
CCOC(=O)c1ccc(N=Cc2c(O)cc(C)oc2=O)cc1 | 70
Cc1ccc(C(=NC(=S)N2CCOCC2)Nc2ccccc2)cc1 | 58
CCOC(=O)N1CCc2c(sc(NC(=O)CN3CCc4ccccc43)c2C#N)C1 | 54
COc1ccc(C(CNC(=O)C(=O)Nc2ccc(F)cc2F)N2CCN(C)CC2)cc1 (stereo unspecified) | 52
CCn1c2ccccc2c2cc(NC(=O)c3ccc4nccnc4c3)ccc21 | 60
Cc1cc2cc(CN)ccc2[nH]1 | 71
COc1ccc(-c2csc(-n3nc(C)cc3N)n2)cc1OC | 69
CCn1c(-c2ccc(OC)cc2)csc1=Nc1ccc(NC(C)=O)cc1 | 60
CCOc1cc(-c2nnc(NC(=O)c3ccc(Cc4ccccc4)cc3)o2)cc(OCC)c1OCC | 62
Oc1cccc2ccc(N3CCC(Cc4ccccc4)CC3)nc12 | 50
COc1ccc2nc(N3CCN(C(=O)c4ccc(-c5ccccc5)cc4)CC3)sc2c1 | 65
Nc1n[nH]c(=O)c2cc(-c3ccc(Cl)cc3)[nH]c(=O)c12 | 49
O=C(COc1ccccc1)ON1C(=O)CCC1=O | 63
O=S(=O)(O)c1nc2ccccc2o1 | 61
O=C(Cc1ccc(Cl)cc1)NCc1ccsc1 | 69
Cc1onc(-c2c(Cl)cccc2Cl)c1-c1nnc(NC(=O)c2ccco2)s1 | 54
CCOc1ccc(-c2ccc(C)c(NC(=O)c3cccs3)c2)nn1 | 70
CC(C)(C)c1ccc(C(=O)NCCCn2ncccc2=O)cc1 | 60
Cc1ccc(-n2ncc3c(=O)n(NC(=O)Cc4ccc(-c5ccccc5)cc4)cnc32)cc1C | 123
COc1ccc(-n2ccn(CC(=O)Nc3ccc(C)cc3Cl)c(=O)c2=O)cc1OC | 51
O=C(CSc1nnc2scc(-c3ccc(Cl)cc3)n12)Nc1ccc(F)cc1 | 98
COC(=O)CCNc1ccccc1 | 70
CCOC(=O)c1cc2c(c(CSc3nc4ccccc4c(=O)n3CCN3CCOCC3)c1)OCOC2 | 57
CCn1nc(C)cc1C(=O)OCC(=O)c1ccc(Cl)cc1 | 55
O=C(Nc1ccc2c(c1)OCO2)C1(c2cccs2)CCCC1 | 58
O=S(=O)(NCc1ccccn1)c1cc(OCC(F)(F)F)ccc1OCC(F)(F)F | 55
CCCCCCCCCOc1ccc(-c2ncc(CCCCCCCCC)cn2)cc1 | 53
CCOc1cccc2cc(C(=O)Nc3cccc4c3C(=O)NC4=O)oc12 | 56
Cc1ccc(S(=O)(=O)OCC(O)CNC(C)(C)C)cc1 (stereo unspecified) | 56

# From PubChem BioAssay
